STAT3 activator – STAT3 signaling activation. U3A cells, IL-6 STAT3-luciferase reporter, luminescence; 100% = signal with IL-6 EC80 alone. 190,000 compounds, 0.91% hits. activation (% of control), % at 5.6 µM;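 active means activation above the screen-wide mean of compound activation plus 3 SD, cut at about 130% in these data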;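 further: 0% = background luminescence of wells with medium and substrate only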
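Material: human U3A cells carrying STAT3-luciferase construct. Measured by: reporter luminescence signal. Timing: compound 1 h, then IL-6 6 h at 37 °C.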
STAT3 blocker – reduces IL-6 driven STAT3 reporter signal | U3A cells, IL-6 STAT3-luciferase reporter, luminescence; host cell line lacks STAT1 | inhibition, % at 5.5 µM | 190,000 compounds, 0.89% hits | AID 862;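 active means inhibition above the mean inhibition across all screened compounds plus 3 SD, cut at about 44% in these data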;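 further: 0% = DMSO only wells and 100% = 100 µM nifuroxazide control wells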
S1P3 antag – S1P3 (human) receptor antagonism. CHO S1P3 NFAT-BLA reporter, FRET fluorescence, antagonist mode. inhibition, % at 4.98 µM. 170,000 compounds, 0.27% hits. AID 485;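 active means inhibition above the plate cutoff, the mean inhibition of test wells on that plate plus 3 SD, cut at about 28% in these data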;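 further: cells challenged with S1P at its EC80 of 0.8 µM; blue over green emission ratio from cleaved BLA substrate after 4 h stimulation; 0% = S1P-stimulated wells and 100% = unstimulated DMSO-only wells; some compounds past the cut are filed as inactive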
PPARg SRC-1 ag – agonists of human PPARgamma SRC-1 coactivator recruitment; AID 631; activation, % at 8 µM; PPARgamma-SRC-1 coactivator recruitment biochemical assay; 200,000 compounds, 0.41% hits; in the data active means activation above about 19%;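 further: 0% = DMSO and 100% = reference agonist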
Target sequence (P37231 whole entry, looked up): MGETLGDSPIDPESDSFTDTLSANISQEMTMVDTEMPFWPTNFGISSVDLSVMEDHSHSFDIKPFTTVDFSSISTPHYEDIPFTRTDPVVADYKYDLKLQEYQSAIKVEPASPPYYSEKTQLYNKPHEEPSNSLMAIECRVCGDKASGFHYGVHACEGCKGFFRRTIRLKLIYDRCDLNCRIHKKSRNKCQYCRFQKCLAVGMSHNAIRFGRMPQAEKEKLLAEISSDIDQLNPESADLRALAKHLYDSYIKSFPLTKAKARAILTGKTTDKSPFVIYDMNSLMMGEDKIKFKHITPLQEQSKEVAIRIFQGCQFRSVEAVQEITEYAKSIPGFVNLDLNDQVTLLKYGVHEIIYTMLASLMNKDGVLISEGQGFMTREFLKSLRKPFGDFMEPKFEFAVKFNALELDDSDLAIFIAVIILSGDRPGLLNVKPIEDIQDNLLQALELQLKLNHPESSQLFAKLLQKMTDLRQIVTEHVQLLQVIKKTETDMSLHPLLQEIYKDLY
TLR4 MyD88 comp – TLR4-MyD88 interaction inhibition in cells; O00206+Q99836; HeLa CL3-4 TLR4/MyD88 BLA complementation, FRET ratio; inhibition, % at 8.4 µM; 200,000 compounds, 0.18% hits; AID 861; in the data active means inhibition above about 25%;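 further: 0% = vehicle and 100% = reference inhibitor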
RAM inhibit – blocks the yeast RAM network; inhibition, % at 50 µM; 190,000 compounds, 1.8% hits; S. cerevisiae dse1pr::URA3 reporter, 5-FOA growth OD615, 2 d; analog-sensitive cbk1-as2 kinase mutant strain;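 active means inhibition above a set limit, 3 SD over mean compound inhibition, cut at about 8.4% in these data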;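 further: 0% = DMSO-only wells with no growth and 100% = 10 µM 1-NA-PP1 full growth; inhibition rescues growth on 5-FOA so higher OD means more RAM inhibition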
PPARg SRC-3 ag – promotes SRC-3 coactivator recruitment by human PPARgamma | P37231 | biochemical PPARgamma/SRC-3 coactivator recruitment assay | activation, % at 8 µM | 200,000 compounds, 0.26% hits; in the data active means activation above about 23%;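 further: 0% = DMSO and 100% = reference agonist; some compounds past the cut are filed as inactive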
ROMK mod – modulators of human ROMK potassium channel. 130,000 compounds, 2% hits. Tet-inducible ROMK, thallium flux fluorescence; actives lie on both sides. B-score at 10 µM;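 active means signal ratio slope over the read window, or its plate-corrected B-score, at least 3 SD from the plate mean, either direction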;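 further: B-score of the F/F0 ratio slope over 7 to 12 s after thallium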
Target sequence (P48048 whole entry, looked up): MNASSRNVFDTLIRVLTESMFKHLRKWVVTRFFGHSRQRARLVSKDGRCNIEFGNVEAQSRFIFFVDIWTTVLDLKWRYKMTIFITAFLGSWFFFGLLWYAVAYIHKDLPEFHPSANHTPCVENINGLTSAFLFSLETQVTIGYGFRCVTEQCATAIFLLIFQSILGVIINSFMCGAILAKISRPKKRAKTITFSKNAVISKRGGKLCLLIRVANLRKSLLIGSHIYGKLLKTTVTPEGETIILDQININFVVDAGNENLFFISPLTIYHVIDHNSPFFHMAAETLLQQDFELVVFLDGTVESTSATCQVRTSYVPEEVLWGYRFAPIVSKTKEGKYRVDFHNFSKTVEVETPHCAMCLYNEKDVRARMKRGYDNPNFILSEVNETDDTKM
PPARg SRC-2 ag – promotes SRC-2 coactivator recruitment by human PPARgamma. PPARgamma LBD-SRC-2 recruitment, biochemical. activation, % at 8 µM. 200,000 compounds, 0.34% hits. AID 1032; in the data active means activation above about 22%;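 further: 0% = vehicle and 100% = reference agonist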
STAT1 inh – STAT1 signaling inhibition; NIH 3T3 STAT1-luciferase reporter, IFN-gamma, luminescence; inhibition, % at 5.5 µM; 200,000 compounds, 0.35% hits;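 active means inhibition above a set limit, the mean inhibition across all tested compounds plus 3 SD, cut at about 34% in these data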;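 further: 0% = IFN-gamma with DMSO and 100% = IFN-gamma with 300 µM nifuroxazide; values of inactives mirror those of a sister screen read the other way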
SRC2 TRFRET art – flags TR-FRET format artefacts in PPARgamma SRC-2 recruitment agonist screen | TR-FRET artefact counter-screen; hits give high values | AID 1049 | 200,000 compounds, 0.4% hits | TR-FRET ratio at 8 µM; in the data active means TR-FRET ratio above about 2000; further: inactives centre near 1500; reference of the scale not given here
* hit, by the source's call; / = no result given. This is a subset (hit frequency here may not be typical).

molecule	RAM inhibit	STAT3 activator	TLR4 MyD88 comp	PPARg SRC-2 ag	S1P3 antag	SRC2 TRFRET art	STAT1 inh	PPARg SRC-3 ag	ROMK mod	PPARg SRC-1 ag	STAT3 blocker
O=C(C1CC(=O)N(C2CCCCC2)C1)N1CCC2(CC1)OCCO2 (configuration not stated)	-0.9	101	5	-6	-51	1521	3	0	/	-4	2
CC1(C)CC(CCNCc2ccc3c(c2)OCO3)(Cc2ccccc2)CCO1 (configuration not stated)	0.8	105	-15	-3	2	1595	0	1	-2.2	0	-4
C=CCN1C(=O)NC(=O)/C(=C/c2cc3c4c(c2)CCCN4CCC3)C1=O	2.3	95	-2	-2	4	1582	0	5	-4.3*	10	4
C[C@]12CC(=CO)C(=O)C[C@@H]1CC[C@@H]1[C@@H]2CC[C@@]2(C)[C@H]1CC[C@]2(C)O	/	/	/	11	-8	1445	/	0	/	4	/
CCC(=NCc1cc(OC)cc(OC)c1)c1c(O)n(C)c(=O)n(C)c1=O	5.3	66	-4	0	/	1553	14	-5	/	3	43
O=c1c2ccccc2nc(CN2CCCCCC2)n1-c1ccc(F)cc1	0.5	98	-7	7	3	1534	2	5	/	5	4
CCOC(=O)c1c(C)n(Cc2ccccc2)c2ccc(OCC(O)CN3C(=O)CNC3=O)cc12 (configuration not stated)	2.0	100	-7	7	7	1492	3	7	/	-1	2
O=C1N=c2ccccc2=C/C1=C\c1c(O)[nH]c(=S)[nH]c1=O	1.8	103	-11	-4	-33	1304	-1	2	0.45	-2	-1
C=CCn1c(O)c(C(CC)=NCCCO)c(=O)[nH]c1=O	1.5	106	-10	-6	-8	1555	-3	5	0.087	-1	-2
COc1c(C)cc(C(=O)C2CCCN(C3CCOCC3)C2)cc1C (configuration not stated)	-0.2	98	4	6	-9	1683	1	0	0.2	3	13
CC(=O)N1CCCSC1=Nc1ccccc1	1.5	93	-4	3	-2	1599	0	-2	0.0021	-2	10
CC(=O)N1CCC2(CC1)CC(=O)c1cc(OCC(=O)N3CCN(C)CC3)ccc1O2	1.8	100	0	-4	-14	1433	4	-7	/	0	6
COc1ccc(-n2c(/C=C3\C(=O)Nc4ccccc43)nc3ccccc3c2=O)cc1	4.0	87	-6	-3	-23	1811	-2	0	-0.26	6	18
CC(C)NC(C)C(=O)c1ccc2ccccc2c1 (configuration not stated)	1.0	101	0	2	-14	1699	-3	0	0.86	2	1
CCOC(=O)c1c(/N=C/C2C(=O)NC(=S)NC2=O)sc(C)c1C	2.2	102	-11	6	-1	1553	-6	6	-2	3	-1
COc1ccc(-c2[nH]ncc2CNC(C)Cc2cccc(C)n2)cc1F (configuration not stated)	1.2	107	-17	2	7	1429	-1	-3	/	4	-3
C[N+](C)(C)CCc1ccc(O)cc1	3.0	/	-12	12	-23	1580	1	2	/	8	/
OCC#CC[N+]1(CC#Cc2ccccc2)CCOCC1	2.7	102	-12	5	1	1647	-4	4	0.16	3	0
Cc1cccnc1-n1c(CN2C(=O)c3ccccc3C2=O)nc2ccccc2c1=O	3.8	97	9	10	13	1747	2	7	/	1	7
O=C(c1cc(C(=O)NCc2ccccc2)c(=O)n(Cc2ccccc2)c1)c1cc(Br)ccc1O	2.0	105	2	-4	-6	1362	2	-5	0.33	-10	-3
Cc1nn(Cc2ccccc2Cl)c(Cl)c1C(=O)OCC(=O)NC(=O)NC1CCCCC1	4.3	101	15	-6	-2	1439	-7	0	-0.16	-1	1
CC1=CC(=O)C2=C(C)CC(O)C3C(C)C(=O)OC3C12 (configuration not stated)	2.1	90	12	3	2	1504	-1	4	0.7	2	16
CCCC(C)n1[nH]c(=O)c2c1NC(=O)CSC2c1ccc(OC)c(OC)c1 (configuration not stated)	0.8	98	-16	-5	12	1495	-1	3	/	-3	5
Cc1ncc(CN2CCCC(C(=O)c3cccc(OC(C)C)c3)C2)s1 (configuration not stated)	0.4	98	7	3	-7	1381	8	-2	-1	-4	8
O=c1c2ccccc2nc(-c2ccccc2)n1-c1ccc(O)cc1	1.6	95	18	-4	10	1632	7	-3	-1.5	11	11

(cont.)
molecule	RAM inhibit	STAT3 activator	TLR4 MyD88 comp	PPARg SRC-2 ag	S1P3 antag	SRC2 TRFRET art	STAT1 inh	PPARg SRC-3 ag	ROMK mod	PPARg SRC-1 ag	STAT3 blocker
O=C(Nc1cccnc1)c1c(O)c2c(n(Cc3ccccc3)c1=O)CCCC2	2.2	95	-4	11	7	1374	-5	-8	/	1	10
CCCCn1c(O)c(C(CC)=Nc2ccc(OCC)cc2)c(=O)[nH]c1=O	1.1	97	0	8	4	1661	2	12	0.13	6	6
COc1cccc(OC)c1C1=NCC(=O)Nc2c1oc1ccc(Br)cc21	-0.9	124	-3	2	5	1588	6	11	/	3	-30
Cc1ccc(S(=O)(=O)CC(=O)c2cc(C)c(OC(=O)N(C)C)c(C)c2)cc1	3.7	105	-1	4	-18	1676	-1	2	-0.27	7	-3
CN(C)C(=O)Oc1ccc(OC(=O)N(C)C)cc1	1.7	102	-3	3	-15	1618	2	5	0.94	6	3
NC(=S)N/N=C/c1coc2ccccc2c1=O	1.9	93	17	-2	7	1692	3	-1	/	-1	8
O=C1C2CCCN2C(c2cccnc2)N1c1cccc(Cl)c1 (configuration not stated)	-0.3	93	-2	3	-26	1628	5	1	/	3	17
CC[N+]12CCC(CC1)C(=C(c1ccccc1)c1ccccc1)C2	-1.3	100	12	-7	-3	1645	0	-1	/	-2	0
CC1CN(c2ccc([N+](=O)[O-])cc2Cl)CCN1 (configuration not stated)	0.2	96	-13	0	6	1527	-8	2	-0.92	9	15
CC(C(N)=O)N1CC(c2ccc(Cl)cc2)CC1=O (configuration not stated)	1.3	98	9	-5	-4	1616	-4	-1	-0.082	4	9
CCC(C)(C)n1nnnc1CN1CCC(n2c(C)nc3cc(C(F)(F)F)ccc32)CC1	-0.7	103	-7	8	/	1691	-3	11	/	7	-1
Cc1ccc(-c2nc(N3CCOCC3)s[n+]2-c2ccccc2)cc1	-0.3	110	-14	1	-16	1673	-21	9	-1.1	11	-11
Nc1ccccc1N=Cc1c(O)n(CCC2=CCCCC2)c(=O)[nH]c1=O	4.3	107	6	10	6	1522	-25	-3	0.52	5	1
CSc1ncc(Cl)c(C(=O)O)n1 (tested in a mixture with another compound)	0.7	98	4	13	/	1461	-2	-3	0.21	1	7
CS(=O)(=O)Nc1ccc(Cc2noc(-c3ccc4[nH]cc(CCN)c4c3)n2)cc1	/	/	/	1	-23	1336	/	-2	/	-1	/
CC(=O)Nc1ccccc1OC(=O)N(C)C	0.5	101	-7	1	-2	1399	-1	-2	/	7	3
N/C(=N\[N+](=O)[O-])N/N=C/c1ccc(O)cc1	1.6	99	-15	-2	/	1474	3	-5	/	-3	10
Cc1cccc(NC(=O)CSc2nnc([C@@H](N)Cc3c[nH]c4ccccc34)o2)c1C	0.0	102	1	-9	-18	1583	2	4	-0.94	0	0
COc1ccc(C)cc1NC1=NC(C)(C)CS1	0.0	103	-2	-4	0	1427	-4	-5	0.36	4	5
COC(=O)C1CN(C#N)N(c2ccc(Cl)cc2)C12c1ccccc1-c1ccccc12 (configuration not stated)	6.2	84	4	4	/	1618	13	-7	/	0	22
CC1CCC/C=C/C2CC(O)CC2C(O)/C=C/C(=O)O1 (configuration not stated)	1.7	26	2	7	/	1736	53*	8	0.11	2	89*
CN1CCN(S(=O)(=O)c2ccc(Cl)nc2)CC1	0.5	92	-3	4	4	1483	-1	-12	/	3	5
CCOP(=O)(C#CC(C)(C)C)C(O)(c1ccccc1)C(F)(F)F (configuration not stated)	-0.7	102	4	0	-16	1510	4	7	/	2	6
CC1=NN(c2ccccc2)C(=O)C1/C=C1/C(=O)NC(=O)N(c2cc(C)cc(C)c2)C1=O (configuration not stated)	6.6	144*	-9	3	/	1605	5	8	/	-6	-44
CN1C(=O)C(=Cc2ccc(SC3CCCCC3)o2)C(=O)N(C)C1=O	4.4	112	-14	-2	-12	1456	-1	-1	2.7	-11	0

3 entries already listed, sorted by SMILES length, low to high:
molecule	RAM inhibit	STAT3 activator	TLR4 MyD88 comp	PPARg SRC-2 ag	S1P3 antag	SRC2 TRFRET art	STAT1 inh	PPARg SRC-3 ag	ROMK mod	PPARg SRC-1 ag	STAT3 blocker
N/C(=N\[N+](=O)[O-])N/N=C/c1ccc(O)cc1	1.6	99	-15	-2	/	1474	3	-5	/	-3	10
Nc1ccccc1N=Cc1c(O)n(CCC2=CCCCC2)c(=O)[nH]c1=O	4.3	107	6	10	6	1522	-25	-3	0.52	5	1
Cc1cccc(NC(=O)CSc2nnc([C@@H](N)Cc3c[nH]c4ccccc34)o2)c1C	0.0	102	1	-9	-18	1583	2	4	-0.94	0	0

New compounds follow
molecule	RAM inhibit	STAT3 activator	TLR4 MyD88 comp	PPARg SRC-2 ag	S1P3 antag	SRC2 TRFRET art	STAT1 inh	PPARg SRC-3 ag	ROMK mod	PPARg SRC-1 ag	STAT3 blocker
O=C(N/N=C/c1c(O)n(Cc2ccc(F)cc2)c(=O)[nH]c1=O)c1ccccc1O	2.9	106	8	-1	-13	1730	4	1	/	1	-7
FC(F)(F)/C(=N\P(=S)(N1CCOCC1)N1CCOCC1)N1CCOCC1	1.1	101	-7	4	/	1603	-2	-2	-0.56	5	7
CC12CN3CC(c4ccccc4)(CN(C1)C31CCCCC1)C2=O	1.0	104	3	17	-2	1500	0	-9	1.5	5	-1
CCOc1c(Cl)cc(CNC(C)C(O)c2ccccc2)cc1OC (configuration not stated)	1.4	106	6	1	-11	1578	-1	1	-2.2	-2	-5
CN(C(=O)Oc1cccc2cccnc12)c1ccccc1	0.2	90	-4	5	3	1443	7	-5	/	-4	22
CCOC(=O)C1(Cc2ccc(Cl)cc2)CCN(C(C)CCn2cccn2)CC1 (configuration not stated)	0.9	106	-1	-2	-46	1446	11	3	-2.8	-4	-2
O=c1c2ccccc2nc(Cc2ccccc2)n1-c1ccc(O)cc1	0.0	93	-7	2	-9	1577	3	3	0.1	-15	11
O=C1NC(=O)C(CCc2ccncc2)(CCc2ccncc2)C(=O)N1Cc1ccccc1	0.8	94	-7	3	-8	1505	3	7	0.022	0	11
O=C1Nc2ccccc2Sc2ccccc21	-0.4	114	-15	-3	-7	1394	-1	2	-0.24	-5	-13
CCCC1(CCC)C(=O)NC(=NCc2ccccc2)NC1=O	-0.6	104	-3	-3	29	1558	10	-1	-1.2	9	-2
O=C(CCn1c(=O)oc2ccccc21)N1CCC2(CC1)OCCO2	1.2	101	1	10	-19	1717	-3	-2	0.2	5	3
O=C(Cc1ccccc1)NC(Oc1ccccc1Cl)C(Cl)(Cl)Cl (configuration not stated)	2.8	107	-12	-6	-3	1618	-2	1	0.017	-1	-12
CCOC(=O)C(O)(c1ccc(N(C)C(=O)COc2ccccc2)cc1)C(F)(F)F (configuration not stated)	/	92	0	8	/	1607	7	6	/	1	13
COC(=O)c1ccc(N2CCN(C)CC2)c([N+](=O)[O-])c1	1.4	100	5	2	-7	1723	-8	-1	0.9	0	5
O=C(CN1CCN(Cc2cccc(Cl)c2)C1=O)N1CCC2(CC1)OCCO2	2.0	102	17	-3	/	1378	4	-1	-0.042	4	-1

Assay outcomes deposited in PubChem BioAssay by several laboratories.
